KB-V1 cytotox: qHTS assay for MDR1-selective chemotherapeutics: Primary screen using the drug-selected MDR subline cells KB-V1. KB-V1 MDR cells viability, CellTiter-Glo, 72 h. Potency, µM (series often up to 46.1 µM), for inactives: at the top dose activity change, negative = cytotoxicity, actives largely listed as cytotoxic. 400,000 compounds, 3.4% hits. AID 1347076, 2019; also: potency is read from the fitted curve at half-maximal effect; % is scaled to controls: 0 for no effect and ±100 for the full control effect; nearly all actives have a fitted effect of over 60% in size
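KB-V1 cells (P-gp-expressing MDR subline of KB-3-1) in phenol-red-free DMEM with 10% FBS were exposed to library compounds over a concentration series for 72 h at 37 degrees C. Viability read by CellTiter-Glo luminescence; concentration-effect curves fitted after normalization.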
HT1080-NT tox: qHTS for induction of synthetic lethality in tumor cells producing 2HG: qHTS for the HT-1080-NT fibrosarcoma cell line; HT-1080-NT fibrosarcoma viability, CellTiter-Glo ATP luminescence, 48 h; Potency, µM (top dose mostly 46.1 µM), for inactives: at the top dose activity, negative = less viability, actives largely listed as cytotoxic; 360,000 compounds, 1.6% hits;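 also: NT is the 2HG producing partner of a matched IDH1 knockdown line; potency is read from the fitted curve at half-maximal effect; 0% = DMSO-treated cells and -100% = media-only wells without cells; nearly all actives have a fitted effect of over 55% in size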
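Viability by CellTiter-Glo luminescence after 48 h compound exposure at 37C of HT-1080-NT cells (750/well, RPMI, 5% FBS). % activity scaled between DMSO wells and medium-only wells, then curve-fitted and categorized by curve class.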
MCF10A rerep: A quantitative high throughput screen for small molecules that induce DNA re-replication in MCF 10a normal breast cells. MCF 10A DNA re-replication, Hoechst nuclear intensity, 48 h. Potency, µM (titrated, usually from 46.1 µM), for inactives: top-dose activity, positive = re-replication, hits mostly activators. 350,000 compounds, 2.9% hits; also: potency is read from the fitted curve at half-maximal effect; % of control where 0% means no effect; nearly all actives have a fitted effect of over 50% in size
IL1B secr inh: qHTS for Inhibitors of Inflammasome Signaling: IL-1-beta AlphaLISA Primary Screen | THP-1 LPS/ATP IL-1B secretion, AlphaLISA, 16 h; active compounds read low | activity change, % at 57.5 µM | 360,000 compounds, 4.7% hits | AID 743279, 2014; in the data active = activity change below about -50%; inconclusive = mostly about -30% to -49%; also: % is scaled to controls: 0 for no effect and ±100 for the full control effect
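Secreted IL-1B measured by AlphaLISA bead assay after 16 h compound exposure of THP-1 cells; compounds (final up to 57.5 uM) added 1 h before LPS (250 ng/mL) and ATP (1.25 mM) stimulation; lower signal means less secretion.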
HT1080 IDH1KD tx: qHTS for induction of synthetic lethality in tumor cells producing 2HG: qHTS for the HT-1080-IDH1KD cell line; 360,000 compounds, 2% hits; Potency, µM (top dose mostly 46.1 µM), without a hit: at the top dose activity, negative = toxicity, usual class: cytotoxic; AID 686971, 2013; HT-1080 IDH1 knockdown viability, ATP luminescence, 48 h;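 also: potency is read from the fitted curve at half-maximal effect; 0% = DMSO wells and -100% = cell-free medium wells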
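Viability of IDH1-knockdown HT-1080 fibrosarcoma cells was assessed by CellTiter-Glo after 48 h at 37 °C with titrated compound; concentration-effect curves were classified by fit quality and response size.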
SW480 rereplic: A quantitative high throughput screen for small molecules that induce DNA re-replication in SW480 colon adenocarcinoma cells; AID 624297, 2012; 340,000 compounds, 1.8% hits; SW480 DNA re-replication, Hoechst DNA content imaging, 48 h; Potency, µM (doses to about 46.1 µM), for the others: at the top dose re-replication activation, hits mostly activators; also: potency is read from the fitted curve at half-maximal effect; % of control where 0% means no effect; nearly all actives have a fitted effect of over 55% in size
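Treated cells incubate 48 hr (37 C, 5% CO2), are stained 40 min with Hoechst, and nuclear fluorescence is enumerated; a rise in nuclei with high DNA signal marks re-replication.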
S2 tox: Viability Counterscreen for Primary qHTS for Inhibitors of ATXN expression; S2 cells (HEK-293 line with an ATXN2-luciferase reporter) viability, CellTiter-Fluor protease fluorescence, 24 h; Potency, µM (doses to about 56.7 µM), usual class: cytotoxic; 400,000 compounds, 0.49% hits; also: potency is read from the fitted curve at half-maximal effect; nearly all actives have a fitted effect of over 40% in size
KB-3-1 tox: qHTS assay for MDR1-selective chemotherapeutics: Primary screen using the parental adenocarcinoma cell KB-3-1; KB-3-1 viability, CellTiter-Glo ATP luminescence, 72 h; 400,000 compounds, 1.4% hits; Potency, µM (doses to about 46.1 µM), without a hit: at the top dose activity change, negative = cytotoxic, actives largely listed as cytotoxic; also: potency is read from the fitted curve at half-maximal effect; % is scaled to controls: 0 for no effect and ±100 for the full control effect; nearly all actives have a fitted effect of over 60% in size
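KB-3-1 parental drug-naive adenocarcinoma cells in DMEM/10% FBS, incubated 72 h at 37 C with pin-transferred compounds across a concentration series. Viability by CellTiter-Glo luminescence; concentration-response curves fitted after normalization.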
ATXN2 expr inh: Primary qHTS for Inhibitors of ATXN expression. HEK-293 ATXN2-luciferase reporter, luminescence, 24 h. Potency, µM (series often up to 57 µM), for inactives: at the highest dose activity change, negative = inhibition, most hits filed as inhibitors. 360,000 compounds, 0.72% hits. AID 1745845, 2022; also: potency is read from the fitted curve at half-maximal effect; % is scaled to controls: 0 for no effect and ±100 for the full control effect; nearly all actives have a fitted effect of over 55% in size
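ATXN2-luciferase reporter cells (luciferase flanked by upstream and downstream ATXN2 gene portions) were treated 24 h at 37 °C with compounds at up to 57 uM. SteadyGlo luminescence gave expression; GF-AFC fluorescence gave viability.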
* marks the source's active call; other numbers are inactive results; i = inactive; ? = inconclusive; / = no result given; [ ] = another dose, or the depositor's remark. Unless noted, calls follow the shape of the dose curve; as a rule, active = well fitted curve in the direction sought with a large enough effect; inconclusive = small, poorly fitted or top-dose-only effect, or another doubt; inactive = no such curve, though single readings can be large; an effect the other way counts as inactive or inconclusive. Hits appear at their usual frequency; about 11% have a hit in one of these screens.

Values in the order: KB-V1 cytotox, HT1080-NT tox, MCF10A rerep, IL1B secr inh, HT1080 IDH1KD tx, SW480 rereplic, S2 tox, KB-3-1 tox, ATXN2 expr inh
- COCCCNC(=O)CN(c1cccc(Cl)c1C)S(C)(=O)=O
  -18%, ?, -1%, -14, -3%, -14%, i, -2%, -14%
- O=C(NCC1CCCO1)c1ccc(COc2ccccc2Br)cc1 (stereo not drawn)
  -28%, ?, 3%, ?, -24%, ?, i, -5%, -12%
- COc1ccccc1N(CC(=O)Nc1ccccc1)S(=O)(=O)c1cccs1
  -16%, -5%, -4%, -5, -1%, -5%, i, 8%, 25%
- CCCCn1c(=O)c(CCC(=O)OCC(=O)Nc2cc(Cl)ccc2OC)nc2ccccc21
  17%, 3%, -4%, 16, 9%, -3%, i, 4%, -26%
- c1csc(CNCc2ccncc2)c1
  3%, 19%, -27%, 6, 24%, -3%, i, -6%, -14%[11.3 µM]
- O=C(NCC1(N2CCOCC2)CCCCC1)c1ccc(Cl)c(S(=O)(=O)NCc2ccco2)c1
  -12%, -8%, 7%, -8, -8%, 2%, i, -16%, -12%
- COc1ccc(C(=O)NCC(=O)N2CCN(C(=O)c3ccco3)CC2)cc1OC
  13%, -2%, 0%, 15, -3%, 3%, i, 0%, 1%
- CC(C)NC(=O)CCCOc1ccc(Cl)cc1Cl
  9%, 14%, -9%, -7, 24%, -2%, i, 7%, 27%
- Cc1cc2occ(CC(=O)Nc3nccs3)c2cc1C(C)C
  ?, -20%, 13%, 15, ?, 8%, i, -1%, -21%
- CC(OC(=O)/C=C/c1cccs1)C(=O)NC1CCCCC1C (stereo not drawn)
  10%, 8%, 0%, 6, 3%, -7%, i, 11%, -19%
- COc1ccc(C2c3c(-c4ccccc4O)n[nH]c3C(=O)N2CCc2ccc(OC)c(OC)c2)cc1 (stereo not drawn)
  ?, -26%, ?, -51*, ?, -3%, ?, -24%, 0%
- NC(=O)c1cc(S(=O)(=O)N2CCOCC2)ccc1Sc1ccccc1N
  12%, -3%, -17%, -18, -8%, 92%, i, 1%, 0%
- CCN(CC)S(=O)(=O)c1cc(NC(=O)c2ccc(-n3cncn3)c([N+](=O)[O-])c2)ccc1C
  /, -16%, 10%, -23, -19%, -10%, i, /, -24%
- C=C(C)COc1ccc(-c2n[nH]c(C)c2-c2ccccc2OC)c(O)c1
  ?, ?, ?, 31, ?, 22%, ?, ?, ?
- CCNC(=O)CSc1nnc(-c2ccccc2)n1-c1ccc(OCC)cc1
  18µM*, 13%, -1%, 43, 2%, 1%, i, 0%, 7%
- CCS(=O)(=O)N1CCC(C(=O)NCc2ccc(F)cc2)CC1
  13%, 8%, 18%, 21, -2%[9.24 µM], -2%, i, 5%, 2%
- Cc1cccc(NC2(C(=O)O)CCCC2)c1
  -6%, 3%, -5%, 26, 0%, -3%, i, 0%, 18%
- O=C(NCc1cccs1)c1ccc2sc([C@H]3C[C@H](O)[C@@H](CO)O3)nc2c1
  4%, 22%, /, 23, 0%, /, i, 0%, 6%
- Cc1cc(C)cc(N(CC(=O)Nc2ccccc2C(=O)N2CCOCC2)S(C)(=O)=O)c1
  -7%, 2%, -1%, 2, 11%, -6%, i, 4%, 2%
- NC(=O)c1ccc(NC(=O)CSc2nnc(-c3ccc4c(c3)OCO4)o2)cc1
  0%, -1%, 13%, -17, -17%, 4%, i, 12%, 6%
- COc1ccccc1C#Cc1cnc2c(c1)C(=O)N([C@H](C)CO)C[C@H](C)[C@@H](CN(C)S(=O)(=O)c1cn(C)cn1)O2
  0%, -1%, /, -8, -1%, /, i, 50%, -14%
- CCC(C)NC(=O)c1ccc(CSCc2cccc(F)c2)o1 (stereo not drawn)
  0%, -2%, 13%, -16, 0%, -3%, i, -1%, 23%
- COc1cc(OC)cc(-c2c(C#Cc3ccsc3)c3cc(-c4cnc(OC)nc4)ccc3n2C)c1
  -14%, 4%, -1%, -18, 12%, 12%, i, 5%, -7%
- O=C1CSC(=S)N1c1cccc(Cl)c1
  -19%, 3%, 1%, -28, 0%, -6%, i, 0%, ?
- O=c1[nH]c2cc3c(cc2cc1C(c1nnnn1Cc1ccccc1)N1CCCc2ccccc21)OCO3 (stereo not drawn)
  0%, -27%[9.24 µM], 3.7µM*, 28, ?, 17%, i, ?, 16%
- Cc1cccc(N2C(=O)C(O)=C(C(=O)c3cccs3)C2c2ccc(Cl)cc2)n1 (stereo not drawn)
  ?, -4%, ?, 8, 1%, -11%, ?, -3%, -14%
- Cc1ccc(S(=O)(=O)NC2=NCN(C3CCN(Cc4ccccc4)CC3)CN2)cc1
  12%, 7%, -6%, -12, 6%, -5%, i, 1%, -11%
- CC(=O)c1cc2c(cc1NC(=O)CN1Cc3ccccc3C1=O)OCO2
  0%, -4%, 2%, -8, -1%, ?, i, -5%, -1%
- Cc1ccc(C(=O)NC2CCN(Cc3ccccc3)CC2)cc1S(=O)(=O)N1CCOCC1
  -41%, -3%, 4%, 7, -17%, 20%, i, -18%, -22%
- COc1cccc(CN(C)C(=O)CCNC(=O)c2ccco2)c1
  8%, 4%, -5%, 7, 4%, -2%, i, 10%, 7%
- CCOC(=O)c1c(C)[nH]c(C(=O)COC(=O)c2ccc(O)cc2)c1C
  ?, -18%, -13%, 27, -3%, 3%, i, -40%, -3%
- CCCCN=C(C)c1c(O)c2ccccc2oc1=O
  2%, 11%, -3%, -28, 8%, -1%, i, 25%, 55%[activator]
- CCO[C@@H]1OC(C(=O)NCc2ccccc2)=C[C@H](c2coc3ccccc3c2=O)[C@H]1CCCO
  2%, -8%, -19%, 62, 11%, -5%, i, 2%, 3%
- CC(CC(=O)Nc1ncc([N+](=O)[O-])s1)c1ccccc1 (stereo not drawn)
  ?, ?, 17%, -63*, ?, -1%, ?, -2%, -14%
- Cc1cc(Nc2nn(C)c(N)c2C#N)ccc1F
  5%, 6%, 2%, -3, 1%, 1%, i, 0%, /
- O=C(c1ccccc1)c1nc[nH]c1C(=O)Nc1ccccc1
  ?, -19%, 19%, ?, -2%, -1%, i, ?, -20%
- CCCC(C)C(=O)Nc1ncc(S(=O)(=O)c2ccc([N+](=O)[O-])cc2)s1 (stereo not drawn)
  ?, -8%, ?, 53, -14%, 10%, i, ?, -3%
- O=C(Nc1cccc2nsnc12)C1CC(=O)N(c2ccccc2)C1 (stereo not drawn)
  0%, 7%, 0%, 8, 4%, -5%, i, 3%, -12%
- COCCCNC(=O)CN1C(=O)/C(=C/c2ccccc2)Sc2ccccc21
  ?, ?, -2%, -15, 3%, -12%, i, 0%, /
- CCCOc1ccc2nc(C)c(CCC)c(SC(=N)N)c2c1
  0%, 9%, 1%, 8, 12%, -31%, i, -3%, 7%
- C=CCn1c(SCc2nc3ccccc3[nH]2)nnc1-c1ccncc1
  4%, 10%, 6%, 6, 5%, -2%, i, 2%, 0%
- COc1cc(NS(=O)(=O)c2ccc(NC(=O)COc3cccc(C)c3)cc2)nc(OC)n1
  14%, 0%, 0%, 8, 3%, 27%, i, -2%, -3%
- NS(=O)(=O)c1ccc(CCNC(=O)CCCn2ncn3c(cc4occc43)c2=O)cc1
  28%, 22%, 0%, 16, ?, -35%[inhibitor], i, ?, 9%
- Cc1onc(-c2ccccc2)c1C(=O)N1CCN(c2ncccc2C(F)(F)F)CC1
  ?, 12%, 1%, -8, 12%, 12%, ?, -20%, -15%
- O=C(Cn1nc(C(F)F)cc1C1CC1)N1CCCC1
  25%, 17%, -10%, -8, 14%, -11%, ?, 6%, 2%
- CC(C)Cc1ccc(C(C)C(=O)Nc2ncccn2)cc1 (stereo not drawn)
  1%, -24%, 17%, -1, -29%, 3%, /, -17%, -15%
- O=C(NC1CCN(c2ncccn2)CC1)c1cccc(F)c1
  23%, -3%, -2%, -1, 9%, 4%, i, 2%, /
- CC(=O)Oc1ccc2ccccc2c1C(NC(=O)Cc1ccccc1)c1ccc(Cl)cc1 (stereo not drawn)
  ?, ?, ?, -18, 18µM*, 9%, ?, ?, ?
- CCOC(=O)C1CCN(S(=O)(=O)c2ccc(-c3ccc(=O)[nH]n3)o2)CC1
  -6%, 3%, -2%, 30, -7%, -32%, i, -15%, 3%
- CC1(C)CC(NC(=O)C(c2ccccc2)c2ccccc2)CC(C)(C)N1
  0%, 3%, 7%, ?, 9%, 2%, i, 1%, -5%
- COc1cccc2cc(-c3cc(=O)oc4ccc(O)cc34)oc12
  19%, 11%, -2%, 5, 9%, -4%, i, 0%, /
- CCOC(=O)N1CCN(C(=O)c2cc3sccc3n2C)CC1
  13µM*, 15%, 1%, -15, 2%, -5%, i, 10%, -4%
- COc1ccc(C(=O)Nc2cccnc2Cl)cc1OC
  0%, 5%, -5%, -12, 2%, ?, i, 18%, -3%
- Cc1c(NC(=O)CCc2ccccc2)cccc1[N+](=O)[O-]
  ?, 2%, -14%, -4, -3%, -17%, i, -3%, -35%[11.3 µM]
- COC(=O)CC(=O)Cc1nc(N)nc(Nc2ccc(C)c(C)c2)n1
  -4%, 0%, 18%, 26, 4%, 0%, i, -5%, 4%
- CC1=C(C(=O)NC2CCCc3c2cnn3-c2cccc(C)c2C)OCCO1 (stereo not drawn)
  ?, -12%, 2%, -22, ?, 0%, i, ?, -18%
- COc1ccc(C(CNC(=O)c2cccc(S(=O)(=O)N3CCCc4ccccc43)c2)N(C)C)cc1 (stereo not drawn)
  2.3µM*, -4%, 17%, -54*, ?, ?, i, ?, 8%

Screens (PubChem)
